STK33 inh = inhibitors of human STK33 kinase. Q9BYT3. purified STK33, MBP phosphorylation, ADP-Glo luminescence. inhibition, % at 10 µM. actives 0.073% (n = 320,000). AID 2661;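 active = inhibition at or above 25%, using the most active replicate where run in duplicate; inactive = inhibition below 25%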
Target sequence (Q9BYT3 whole entry, looked up): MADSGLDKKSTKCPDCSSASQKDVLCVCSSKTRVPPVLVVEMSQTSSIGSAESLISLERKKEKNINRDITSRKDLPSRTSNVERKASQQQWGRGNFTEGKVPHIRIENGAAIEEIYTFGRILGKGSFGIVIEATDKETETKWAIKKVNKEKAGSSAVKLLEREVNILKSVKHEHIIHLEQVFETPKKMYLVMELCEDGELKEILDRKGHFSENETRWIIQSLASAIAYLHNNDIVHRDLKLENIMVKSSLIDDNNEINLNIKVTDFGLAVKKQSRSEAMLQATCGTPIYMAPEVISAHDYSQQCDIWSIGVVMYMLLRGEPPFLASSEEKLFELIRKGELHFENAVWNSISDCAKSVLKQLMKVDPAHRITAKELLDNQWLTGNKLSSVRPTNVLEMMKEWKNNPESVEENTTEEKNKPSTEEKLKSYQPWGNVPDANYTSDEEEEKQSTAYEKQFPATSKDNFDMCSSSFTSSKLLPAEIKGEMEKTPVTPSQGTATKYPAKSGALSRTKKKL
OX1R antag = blocks the human orexin 1 receptor | inhibition, % at 6.6 µM | O43613 | AID 485270 | OX1R-expressing cells, FRET antagonist read-out | actives 1.8% (n = 330,000); in the data active = inhibition mostly above about 38%, no sharp cut-off; inactive = mostly below about 40%;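 note: 0% = agonist challenge alone and 100% = reference antagonist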
Target sequence (O43613 whole entry, looked up): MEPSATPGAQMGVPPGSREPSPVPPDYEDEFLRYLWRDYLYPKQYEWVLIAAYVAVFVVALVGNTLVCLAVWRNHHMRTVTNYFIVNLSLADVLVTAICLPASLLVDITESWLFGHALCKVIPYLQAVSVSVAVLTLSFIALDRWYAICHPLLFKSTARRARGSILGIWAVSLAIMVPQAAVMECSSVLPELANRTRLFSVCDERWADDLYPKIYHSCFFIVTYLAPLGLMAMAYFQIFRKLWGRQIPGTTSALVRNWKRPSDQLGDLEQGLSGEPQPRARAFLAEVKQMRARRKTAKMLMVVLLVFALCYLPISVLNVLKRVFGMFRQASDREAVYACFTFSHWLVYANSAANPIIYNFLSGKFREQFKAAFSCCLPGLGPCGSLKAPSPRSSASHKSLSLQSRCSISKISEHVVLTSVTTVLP
An asterisk follows results filed as active; . = not tested or not shown.

STK33 inh	OX1R antag	Compound
-0.5	10	Cc1ccc(NC(=O)c2ccc(OCC3CCCO3)cc2)c(C)c1 (stereo unspecified)
-1.1	16	COc1ccc(N2CCOCC2)c(NC(=O)c2cc3ccccc3o2)c1
0.2	24	O=C(NCC1CC1)c1ccc2c3n(nc2c1)-c1ccc(Cl)cc1CO3
-1.9	14	Cc1oc(C(C)(C)C)cc1-c1cc(NC(=O)c2ccc([N+](=O)[O-])cc2)n[nH]1
-0.5	4	O=S(=O)(Nc1ccc(Cl)cc1)c1cccc2cccnc12
-0.8	3	CN(C)c1ccc(/C=C2\N=C(c3ccc(Cl)c([N+](=O)[O-])c3)NC2=O)cc1
-1.7	17	O=C(NC1CCCCC1)C1CCCN(S(=O)(=O)c2ccc(F)cc2)C1 (stereo unspecified)
0.7	23	O=C(CS(=O)(=O)c1c[nH]c2ccccc12)N1CCCCCC1
1.5	80*	O=S(=O)(Nc1c(O)ccc2ccccc12)c1cccc2ccccc12
-2.6	13	CN(c1ccc(F)cc1)S(=O)(=O)c1ccc(Cl)c(C(=O)OCC(=O)NC2CC2)c1
-1.2	19	CCOc1cc(CNCc2ccccn2)ccc1OCC(=O)NC1CCCCC1
-1.0	0	Cc1nnc(NC(=O)CSc2nnc3scc(-c4ccc(C)c(C)c4)n23)s1
-0.1	3	CC(C)=CC(=O)Nc1cccc(S(=O)(=O)NC2=NCCCCC2)c1
1.4	13	O=C(c1ccco1)n1c(=S)nc2ccccn21
-0.1	3	CCC(C(=O)NCCCN1CCN(C)CC1)n1nc(C)n2c(cc3occc32)c1=O (stereo unspecified)

Further entries:
STK33 inh	OX1R antag	Compound
1.6	0	COC(=O)CNC(=O)c1sc2ncn(CC(=O)Nc3ccc(C)c(Cl)c3)c(=O)c2c1C
0.3	23	Nc1nnc(CCCCCCCCCCc2nnc(N)s2)s1
-0.2	17	CCn1c(CNc2ccc(Cl)cc2)nnc1SCc1ccccc1
-1.7	0	COc1ccc(C(C)=O)cc1CSc1ccc(S(=O)(=O)N2CCOCC2)cn1
-1.6	3	c1ccc(-n2nnnc2SCc2cn3ccccc3n2)cc1
-0.1	85*	Cc1cc(C(=O)CN2C(=O)NC3(CCCc4sccc43)C2=O)c(C)n1-c1ccccc1 (stereo unspecified)
0.5	13	Cc1ccc(C(=O)NCC(=O)Nc2ccc3c(c2)CCC3)cc1
-1.4	13	Cc1ccc(N(CC(=O)NCc2ccco2)C(=O)CCC(=O)Nc2nccs2)cc1C
-0.9	2	Cc1ccc(CNS(=O)(=O)c2ccc3c(c2)CCN3C(=O)CCCC(=O)O)cc1
-2.0	5	Cc1ccc(C2=NNC3(CCOC(C)(C)C3)S2)cc1 (stereo unspecified)
-0.4	11	C#CCNC(=O)C1=C[C@H](c2ccccc2)[C@@H](CCCO)[C@H](OCC)O1
-2.6	8	CCOC(=O)c1c(C)[nH]c(C2=NNC(=Nc3cccc(Cl)c3)SC2)c1C
-2.6	15	Cc1ccc(OCCC(=O)NNC(=O)c2ccc(Br)cc2)cc1
0.0	10	CC(Sc1ccccc1F)C(=O)Nc1cccc(S(=O)(=O)N2CCOCC2)c1 (stereo unspecified)
0.0	11	Cn1c(NCc2cccnc2)nc2c1c(=O)n(Cc1ccccc1F)c(=O)n2C

The list continues.
STK33 inh	OX1R antag	Compound
-0.8	0	CCN(CC)CCNc1nc2c(c(=O)n(C)c(=O)n2C)n1C/C=C(/C)Cl
-0.9	27	Fc1ccc(CSc2ncnc3scc(-c4ccccc4)c23)cc1
-1.0	10	CCOC(=O)C1CCN(C(=O)COC(=O)c2ccccc2OCC)CC1
1.0	21	Brc1ccc(CSc2nnc(Cc3c[nH]c4ccccc34)o2)cc1
-0.7	23	COc1ccc(CC(=O)NC(C)c2ccc(S(N)(=O)=O)cc2)cc1S(=O)(=O)N1CCOCC1 (stereo unspecified)
-0.6	14	O=[N+]([O-])c1cccc2c(S(=O)(=O)N3CCOCC3)cccc12
1.4	3	COc1ccc(CCNc2cc(C)nc3c(-c4ccccc4)cnn23)cc1OC
0.2	2	O=C1CCCC(O)=C1N=Nc1ccc(Cl)c(Cl)c1
-3.1	12	COC(=O)CCN(C)CCC(=O)OC
0.5	21	Cc1cc(C)cc(N(C(=O)CNC(=O)c2ccco2)C(C(=O)NC2CCCC2)c2ccncc2)c1 (stereo unspecified)
-1.6	4	CCc1nnc(NS(=O)(=O)c2ccc(NC(=O)c3cccc(Cl)c3)cc2)s1
-0.4	2	CCOc1ccc(NC(=O)CN(C)C(=O)CC2CC3CCC2C3)cc1OCC (stereo unspecified)
-1.4	39	COc1ccc(NC(=O)c2cccnc2)cc1OCC(C)C
1.2	8	Cn1c(N2CCOCC2)c(C#N)c2ccccc21
-0.2	27	COC(=O)c1[nH]c(=O)c2ccccc2c1O

The list goes on:
STK33 inh	OX1R antag	Compound
-0.1	9	C[C@H](NC(=O)OC(C)(C)C)c1nnc(SCC(=O)Nc2cccc(Cl)c2)o1
6.3	13	CCOc1ccc(C(=O)Nc2nc3ccccc3[nH]2)cc1OCC
.	6	CCCCCCCCC(=O)NCCOc1ccc(OC)cc1
-0.6	0	CC(=O)c1ccc(OCC(=O)OCC(=O)NCc2ccco2)cc1
1.5	20	Cc1ccc(OCC(=O)N2CCN(c3nnc(-c4ccc(C)cc4)c4ccccc34)CC2)cc1
1.8	66	O=C(Nc1ccc2nn(-c3ccccc3)nc2c1)c1cccnc1
-0.5	9	CC(=O)c1ccc(OCc2cc(C(=O)N3CCN(c4ccccc4)CC3C)no2)cc1 (stereo unspecified)
0.0	4	CC(=O)c1c(Nc2cccc(F)c2)oc(C)cc1=O
0.5	22	COc1cc(OC)cc(C(=O)NCCOC23CC4CC(CC(C4)C2)C3)c1
.	13	CCN(C[C@H]1N[C@@](C)(C(=O)OC)[C@H]2C(=O)N(Cc3ccccc3)C(=O)[C@@H]12)S(=O)(=O)c1ccc(C)cc1
-1.8	13	O=C(NC1CCS(=O)(=O)C1)/C(=C\c1ccc(F)cc1)NC(=O)c1ccccc1 (stereo unspecified)
-3.8	12	CN1CCN(CCCNC(=O)C2CC(=O)N(C3CCCCC3)C2)CC1 (stereo unspecified)
-2.3	11	CCc1cccc(C)c1NC(=O)c1cccnc1
-0.4	13	CC(Sc1ccc2c(c1)OCCO2)C(=O)Nc1ccc2c(c1)OCO2 (stereo unspecified)
0.4	24	O=C(N/N=C/c1cccnc1)c1cc(-c2cccs2)nc2ccccc12

The listing continues:
STK33 inh	OX1R antag	Compound
.	1	C[C@H]1CN([C@@H](C)CO)C(=O)Cc2cc(NS(=O)(=O)c3ccc(Cl)cc3)ccc2O[C@@H]1CN(C)C(=O)Nc1cccc2ccccc12
-0.9	14	O=C1CC(N2CCSCC2)C(=O)N1c1ccc(F)cc1 (stereo unspecified)
0.4	6	O=C(CSc1nnc(-c2cccnc2)o1)Nc1cccc(Cl)c1
0.3	0	O=C(c1ccc(S(=O)(=O)N2CCOCC2)cc1)N1CCCc2ccccc21
-1.2	18	Cc1cc(C)cc(N2C(=O)CC(n3nc(C)cc3C)C2=O)c1 (stereo unspecified)
-0.7	5	Cc1nc2scc(C)n2c(=O)c1S(=O)(=O)NCCc1ccccc1
1.9	11	CCCCCCCCn1cnc2c(N)c(C)c(C)cc21
0.0	27	COc1ccc(CN(C)CC(=O)NC(=O)NCc2ccccc2)cc1OC
.	12	O=C(Cn1cnc2ccccc21)Nc1cc(C(F)(F)F)ccc1N1CCOCC1
-0.9	25	CCOc1ccc(C(=O)c2nc3c(n2O)CCCC3)cc1
-1.1	20	CCC(=O)Nc1cc(-c2nnc(OC)c3ccccc23)ccc1N1CCOCC1
-3.0	14	CC(C)OCCCNC(=O)CNC(=O)c1cccs1
0.6	2	CCOc1cc(C(=O)NCc2ccc(-c3nc4ccccc4o3)cc2)cc(OCC)c1OCC
-0.6	-2	COc1ccccc1NC(=O)CSc1nnc(CNC(=O)c2cccs2)o1
-0.7	21	O=C(NC1CCCc2ccccc21)c1ccccc1Cl (stereo unspecified)

Next section
STK33 inh	OX1R antag	Compound
-2.3	34	Cc1cc(C)n2nc(CCCO)nc2n1
-2.1	8	Cc1cc(C)cc(NC(=S)N(CCCN2CCN(C)CC2)Cc2cccs2)c1
3.4	56*	Cc1cccc(Nc2ncnc(N)c2[N+](=O)[O-])n1
-1.1	6	Cn1ncc2c(NCc3cccc(C(F)(F)F)c3)c(C(=O)O)cnc21
-1.0	26	CCN(CC(=O)Nc1cc(S(=O)(=O)N2CCOCC2)ccc1C)Cc1ccccc1
-0.2	7	CCOC(=O)c1c(-c2ccc(C)cc2)csc1NC(=O)c1cccc(N2C(=O)CCC2=O)c1
1.8	22	COc1c(F)c(F)c(C(=O)O)c(Nc2ccc(C)cc2C)c1F
0.1	13	Cc1ccc(S(=O)(=O)N2CCCCC2)cc1NC(=O)CNc1ccc(C(F)(F)F)cc1
1.3	12	CC1CCCCC1NC(=O)CCN1C(=O)C2C3C=CC(C3)C2C1=O (stereo unspecified)
-1.7	14	Nc1nc(SCC(=O)C23CC4CC(CC(C4)C2)C3)n[nH]1
-1.1	14	CON(C)C(=O)CC1(CN(Cc2ccccc2)C(=O)OC(C)(C)C)CCCCC1
.	8	COc1ccc(Cc2nnc(NC(=O)c3ccccc3[N+](=O)[O-])s2)cc1
-0.4	19	CCOC(=O)c1ccc(OS(=O)(=O)c2ccccc2)c(OC)c1
-2.1	10	O=C(O)C1CCC(CN(Cc2cccc(Br)c2)C(=S)Nc2ccccc2F)CC1 (stereo unspecified)
-1.1	17	COC(=O)C1=C(C)NC(C)=C(C(=O)O[C@@H]2CCCN(Cc3ccccc3)C2)[C@@H]1c1cccc([N+](=O)[O-])c1

(cont.)
STK33 inh	OX1R antag	Compound
-1.4	7	NCCCC[C@H]1CN=C(N)N1CC1CCCCC1
1.0	16	O=C(NCc1ccc2c(c1)OCO2)C(=O)NCC1CCCO1 (stereo unspecified)
0.4	2	CCCNC(=O)NC(C(=O)OC)C12CC3CC(CC(C3)C1)C2 (stereo unspecified)
-2.2	2	COc1cc(C(=O)NCCc2ncccc2C)ccc1OC1CCN(C(C)=O)CC1
0.8	23	Cc1ccccc1S(=O)(=O)N1CC(C(=O)O)=CC[C@H]1c1ccc(Cl)cc1
-0.7	10	Cc1ccc(NC(=O)CSc2nnc(Cc3ccccc3)o2)cc1
-0.5	11	Cc1cccc(C(=O)Nc2sc(C(=O)N3CCCC3)c(C)c2C#N)c1
-0.8	21	CN1CCN(CCCNC(=O)c2ccc(CS(=O)(=O)c3ccc(Br)cc3)o2)CC1
-2.3	33	O=C(COc1ccccc1[N+](=O)[O-])Nc1cccc(Cl)c1N1CCOCC1
-0.2	15	Cc1ccc(S(=O)(=O)NCc2ccc(C(=O)N3CCc4ccccc4C3)cc2)cc1
0.0	8	CCCCOc1ccc(C(=O)NCC(=O)N2CC(C)CC(C)C2)cc1 (stereo unspecified)
0.3	16	Cn1c(/C=C/c2ccccc2)nc2ccccc2c1=O
0.4	9	CN(C)c1ccc(C2Nc3ccccc3C(=O)N2NS(=O)(=O)c2ccccc2)cc1 (stereo unspecified)
-0.6	35*	Cc1cc2c(cc1C)NC(CC(=O)NCc1ccccc1)C(=O)N2 (stereo unspecified)
-0.9	17	CC12CS(=O)(=O)CC1SC(=S)N2c1ccccn1 (stereo unspecified)

The list goes on.
STK33 inh	OX1R antag	Compound
0.7	3	O=[N+]([O-])c1cccc(/C=C/c2nc(C=Nc3ccc4ccccc4c3)c(O)o2)c1
0.2	7	CCCc1ncc(C(O)(c2ccccc2)c2ccc(C)cc2)n1C (stereo unspecified)
0.6	26	Fc1ccc(-n2nnc(-c3cnc4ccccc4c3)n2)cc1
-0.2	19	CCOC(=O)c1c(S(=O)(=O)N2c3ccccc3CC2C)c(C)n(C)c1C (stereo unspecified)
.	24	CCOc1ccc2c(c1)c1nnc(SCC3CCCO3)nc1n2C (stereo unspecified)
-1.6	7	CCOC(=O)C1CCCN(CCC(=O)Nc2ccccc2C)C1 (stereo unspecified)
-1.7	10	CC1CCN(c2c(NCC3CCC(C(=O)NCc4ccccc4)CC3)c(=O)c2=O)CC1 (stereo unspecified)
0.5	21	COc1ccccc1-n1c([S-])c(C(=O)Nc2ccccc2C(F)(F)F)[n+]2ccc(C(=O)NCCO)cc12
-1.6	36	Cc1[nH]c2ccccc2c1C(=O)CN1CCN(C/C=C/c2ccccc2)CC1
1.6	15	Nc1nc(Nc2cccc(Cl)c2)nc(NCc2ccco2)c1[N+](=O)[O-]
-0.5	5	Cc1ccc(-c2cc(-c3ccccc3)nc(N/N=C/c3cccnc3)n2)cc1
-0.8	27	CCCCNc1nnc(SCC(=O)N2CCN(S(=O)(=O)c3ccc4ccccc4c3)CC2)s1
